TRb-SRC2 inh = qHTS for Inhibitors of the Interaction of Thyroid Hormone Receptor and Steroid Receptor Coregulator 2; Potency, µM (highest dose often 106 µM), inactives show at the top dose activity change, negative = inhibition, usual class: inhibitors; TRbeta-SRC2 peptide binding, fluorescence polarization; receptor liganded with 1 µM T3; 280,000 compounds, 0.065% hits; Thyroid hormone receptor beta (Homo sapiens), P10828;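 also: plate controls were bound peptide for no effect and peptide without receptor for full effect; nearly all actives have a fitted effect of over 50% in size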
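A fluorescence polarization screen tested compounds at multiple concentrations against complex formation between 0.6 uM TRb ligand-binding domain and 20 nM Texas Red SRC2 peptide, with 1 uM T3 present; readout after 5 hr.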
Tau fluor cs = Counterscreen qHTS for Inhibitors of Tau Fibril Formation, Fluorescence Polarization. tau K18 P301L Alexa594 fluorescence, heparin fibrillization. Potency, µM (top dose mostly 57.7 µM), for the others: top-dose activity change, negative = decrease. 280,000 compounds, 0.93% hits. AID 1463, 2008; also: % is scaled to controls: 0 for no effect and ±100 for the full control effect; nearly all actives have a fitted effect of over 55% in size
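Human tau K18 P301L (15 uM unlabeled, 0.24 uM Alexa 594-labeled) in 100 mM sodium acetate pH 7 with 20 uM heparin, 6 hr at 37 C. ThT 30 uM added, 1 hr ambient; Alexa 594 FP and total fluorescence read at 555/632 nm.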
L3MBTL1 block = qHTS Assay for the Inhibitors of L3MBTL1; Lethal(3)malignant brain tumor-like protein 1 (Homo sapiens), Q9Y468; AlphaScreen L3MBTL1–H3K9me1 peptide binding; 230,000 compounds, 0.66% hits; AID 485360, 2010; Potency, µM (doses to about 57.1 µM), for inactives: top-dose activity, negative = inhibition, usual class: inhibitors; also: % is scaled to controls: 0 for no effect and ±100 for the full control effect; nearly all actives have a fitted effect of over 60% in size
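Read-out is AlphaScreen signal from streptavidin donor and nickel chelate acceptor beads (10 ug/mL final each) bridging L3MBTL1 (50 nM) and biotinylated K9-monomethylated H3(1-15) peptide (75 nM), after 30 min compound exposure at room temperature.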
Tau fibril ThT = qHTS for Inhibitors of Tau Fibril Formation, Thioflavin T Binding. Microtubule-associated protein tau (Homo sapiens), P10636. recombinant tau K18 P301L (four-repeat tau fragment), heparin-induced fibrillization, ThT fluorescence. Potency, µM (highest dose often 57.4 µM), inactives show at the highest dose activity, negative = inhibition, usual class: inhibitors. 270,000 compounds, 2.1% hits. AID 1460, 2008; also: % is scaled to controls: 0 for no effect and ±100 for the full control effect; nearly all actives have a fitted effect of over 55% in size
Target sequence (P10636 561-689 P618L limits assumed): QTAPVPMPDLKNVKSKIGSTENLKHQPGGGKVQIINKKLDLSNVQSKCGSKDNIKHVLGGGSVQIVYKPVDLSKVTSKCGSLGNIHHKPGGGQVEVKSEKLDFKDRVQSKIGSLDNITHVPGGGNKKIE
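Tau K18 P301L fragment (15 uM unlabeled plus 0.24 uM Alexa 594-labeled) in 100 mM sodium acetate pH 7 with compound, fibrillization induced by 20 uM heparin for 6 hr at 37 C. Thioflavin T (30 uM) added, fluorescence read after 1 hr (ex 450, em 510 nm).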
Tau fibril FP = qHTS for Inhibitors of Tau Fibril Formation, Fluorescence Polarization; K18 P301L tau heparin fibrillization, Alexa594 FP, 6 h; Microtubule-associated protein tau (Homo sapiens), P10636; 280,000 compounds, 0.39% hits; Potency, µM (doses to about 57.7 µM), for the others: top-dose activity, negative = inhibition, hits mostly inhibitors; also: % is scaled to controls: 0 for no effect and ±100 for the full control effect; nearly all actives have a fitted effect of over 55% in size
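Human tau K18 […] P301L fragment, 15 uM unlabeled plus 0.24 uM Alexa 594-labeled tau (final), with compound and 20 uM heparin in 100 mM sodium acetate pH 7; 6 hr at 37 C, then Alexa 594 FP read.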
TexasRed fluor = Total Fluorescence Counterscreen for Inhibitors of the Interaction of Thyroid Hormone Receptor and Steroid Receptor Coregulator 2; AID 1479, 2009; TRb/SRC2 Texas Red total fluorescence interference; 280,000 compounds, 0.29% hits; Potency, µM (titrated, usually from 106 µM), for the others: at the highest dose fluorescence change, negative = quenching; active = well fitted curve in either direction with a large enough effect; inconclusive = small, poorly fitted or top-dose-only effect; also: % is scaled to controls: 0 for no effect and ±100 for the full control effect
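Flags fluorescent or light-absorbing compounds by total fluorescence, S + 2P, at 555 nm excitation and 632 nm emission. Mixture: 20 nM Texas Red SRC2 peptide, 0.6 uM human TRb LBD, 1 uM T3, 5% DMSO; compound exposure 5 h at ambient temperature.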
HTT ATP protect = qHTS Multiplex Assay to Identify Dual Action Probes in a Cell Model of Huntington: Cytoprotection (ATP); PC12 HTT-Q103 induced, cytoprotection, ATP luminescence, 40 h; Potency, µM (doses to about 56.4 µM), without a hit: cytoprotection (ATP increase), actives largely listed as activators; 230,000 compounds, 0.14% hits;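 also: % of control where 0% means no effect; nearly all actives have a fitted effect of over 45% in size; toxic huntingtin expression switched on by the ecdysone agonist tebufenozide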
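PC12 cells with ecdysone-inducible HTT exon 1 Q103-GFP, induced with 100 nM tebufenozide and co-treated with library compounds in a dose series (1536-well, 1500 cells/well). Cytoprotection read as ATP content by ATPlite luminescence.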
RECQ1 inh = qHTS Assay for Inhibitors of RecQ-Like Dna Helicase 1 (RECQ1); ATP-dependent DNA helicase Q1 (Homo sapiens), P46063; Potency, µM (titrated, usually from 57.3 µM), for the others: top-dose activity, negative = inhibition, usual class: inhibitors; RECQ1 DNA unwinding, red fluorescence kinetic read; 240,000 compounds, 0.54% hits;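 also: plate controls were vehicle for no effect and no enzyme for full effect; nearly all actives have a fitted effect of over 30% in size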
Target sequence (P46063 whole entry, looked up): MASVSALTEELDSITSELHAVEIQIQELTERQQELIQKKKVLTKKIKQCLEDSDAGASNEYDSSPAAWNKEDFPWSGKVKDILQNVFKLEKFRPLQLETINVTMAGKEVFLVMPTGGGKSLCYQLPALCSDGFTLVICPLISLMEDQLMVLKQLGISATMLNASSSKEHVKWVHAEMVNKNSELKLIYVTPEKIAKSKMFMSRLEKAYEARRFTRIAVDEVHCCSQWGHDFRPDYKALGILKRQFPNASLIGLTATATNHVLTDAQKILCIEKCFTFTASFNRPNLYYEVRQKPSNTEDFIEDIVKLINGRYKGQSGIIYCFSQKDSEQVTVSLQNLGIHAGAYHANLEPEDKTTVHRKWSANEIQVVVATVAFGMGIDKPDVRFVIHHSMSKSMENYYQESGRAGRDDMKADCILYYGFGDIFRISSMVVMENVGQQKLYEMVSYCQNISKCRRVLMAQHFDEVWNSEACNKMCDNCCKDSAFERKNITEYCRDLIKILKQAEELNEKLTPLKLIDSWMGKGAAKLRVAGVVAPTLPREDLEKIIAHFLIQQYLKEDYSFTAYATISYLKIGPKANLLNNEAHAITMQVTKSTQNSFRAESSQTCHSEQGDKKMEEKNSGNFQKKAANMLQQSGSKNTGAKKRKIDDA
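50 nM RECQ1T1 preincubated 15 min with compound in Tris pH 8.0 buffer with MgCl2, DTT, Tween-20 and 2.5 ug/ml poly(dI-dC); started with 200 nM TAMRA/BHQ-2 forked duplex and 2 mM ATP. Unwinding read as fluorescence (525/598 nm), two reads 2 h apart.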
An asterisk follows results filed as active; i = inactive; ? = inconclusive; nt = no result given; [ ] = dose if it differs, or a comment. Unless noted, calls follow the shape of the dose curve; as a rule, active = well fitted curve in the direction sought with a large enough effect; inconclusive = small, poorly fitted or top-dose-only effect, or another doubt; inactive = no such curve, though single readings can be large; an effect the other way counts as inactive or inconclusive. Potency is read from the fitted curve at half-maximal effect. These rows are one share of the data, so the mix of outcomes need not match the whole.

The line under a structure holds: Tau fluor cs | L3MBTL1 block | TRb-SRC2 inh | TexasRed fluor | Tau fibril ThT | RECQ1 inh | HTT ATP protect | Tau fibril FP
[1] Cc1ccc(CC(=O)Nc2cccc(C#N)c2)cc1
    2% | 3% | -8% | -1% | 11% | 27% | -43%[inhibitor] | 0%
[2] CN(C(=O)CSc1cc(C(=O)c2nccn2C)c2ccccc2n1)c1ccccc1
    1% | nt | 6% | -1% | nt | -13% | -84%[inhibitor][10 µM] | -8%
[3] COc1ccc(CCNC(=S)NC(=O)c2ccc(Br)cc2)cc1OC
    -14% | -26% | -1% | -1% | ? | -3% | 14%[10 µM] | 0%
[4] Cc1oc(-c2ccc(Cl)cc2)nc1CN1CCCC(C(=O)NCc2ccccn2)C1 (centres undefined)
    -14% | -8% | -5% | -2% | -23% | -3% | -24% | 3%
[5] CC(C)c1ccc2[nH]c(O)c(N=NC(=O)c3cccc(S(=O)(=O)Nc4cccc(Cl)c4)c3)c2c1
    -24% | nt | 3% | -3% | -10% | i | 20%[10 µM] | -5%
[6] COc1ccccc1CNc1ncnc2cc(OC)c(OC)cc12
    -3% | 5% | -5% | -1% | -3% | -12% | 12%[10 µM] | 5%
[7] CCOC(=O)c1ccccc1NC(=O)CSc1ncc2c(n1)-c1ccccc1N(CC)S2(=O)=O
    -20% | nt | 2% | 0% | 11% | nt | nt | 3%
[8] Cn1c(=O)c2c(nc(NCc3cccnc3)n2Cc2cccc(C(F)(F)F)c2)n(C)c1=O
    -15% | nt | -5% | -1% | -1% | 6% | -26%[0.074 µM] | 16%
[9] Cc1c(CCOC(=O)CC23CC4CC(CC(C4)C2)C3)sc[n+]1CC(=O)c1ccc(Br)cc1
    -28% | nt | -6% | -1% | ? | -10% | -15% | -1%
[10] Cc1ccc(CNC(=O)CCCNC(=O)c2ccc(Cl)cc2)n1C
    -7% | nt | -15% | 3% | ? | 20% | -9%[10 µM] | -2%
[11] O=C(C1CCN(S(=O)(=O)N2CCOCC2)CC1)N1CCN(c2ccccc2F)CC1
    -2% | nt | 5% | -4% | -13% | i | -12% | 6%
[12] CCOC(=O)c1nc2sc3c(c2c(=O)n1C(C)C(=O)OCC)CCCC3 (centres undefined)
    -14% | 11% | 4% | 1% | -17% | i | 8% | 2%
[13] COc1ccc(C2C(C(=O)N3CCCC3)c3cc(OC)c(OC)cc3C(=O)N2C)cc1 (centres undefined)
    -3% | nt | 5% | -6% | -2% | i | ? | -12%
[14] COc1ccc(C2=NC3(CCCCCC3)N(CC(=O)Nc3ccc(C)c(C)c3)C2=O)cc1
    -21% | nt | 5% | 0% | 0% | nt | nt | ?
[15] COc1cc2nc(SCc3ccc(Cl)cc3)n3nc(CCn4nc(C)cc4C)nc3c2cc1OC
    2% | nt | -8% | 1% | 3% | nt | nt | 4%
[16] C/C(CC(=O)Nc1ccc(Cl)c(C(F)(F)F)c1)=N\NC(=O)c1cccc(O)c1
    11% | -6% | -5% | 0% | 8% | 2% | -11%[10 µM] | 1%
[17] COC(=O)c1ccc(NC2=CC(=O)CC(C)(C)C2)cc1
    -5% | nt | 4% | 1% | -4% | 0% | 0% | -3%
[18] S=C(NC1CCCC1)N1CCN(c2cccc(Cl)c2)CC1
    ? | -1% | -2% | -1% | ? | 15% | 12% | 10%
[19] Cc1ccccc1NN=Nc1nc2c([nH]1)c(=O)n(C)c(=O)n2C
    -8% | -1% | -1% | 4% | ? | -1% | -15%[10 µM] | -10%
[20] COc1ccc2sc(N(Cc3cccnc3)C(=O)CCc3ccccc3)nc2c1
    -26% | nt | -3% | 0% | ? | nt | nt | -9%
[21] Cn1c(Sc2ccc(Br)cc2)c(C=O)c2ccccc21
    -21% | 20% | 4% | 2% | ? | i | -60%[inhibitor] | ?
[22] CC(=O)c1cc(C#N)c(SCc2ccncc2)nc1C
    -8% | 1% | 5% | -4% | ? | -5% | -5% | 2%
[23] CC1(C)CC(=O)C2=C(C1)OC(=O)CC2c1cccs1 (centres undefined)
    -23% | nt | 4% | -3% | nt | -12% | 23%[10 µM] | -6%
[24] CCOc1ccc(CN2C(=O)c3ccccc3Sc3ccc(C(=O)OC)cc32)cc1
    -16% | nt | -4% | -1% | -5% | nt | nt | 0%
[25] CSc1ccc(C#N)cc1NC(=O)c1ccccc1C
    7% | 6% | 0% | -2% | 0% | i | nt | 7%
[26] CCOC(=O)CSc1nc2cc(OC)c(OC)cc2c2nc(-c3ccccc3)nn12
    -21% | nt | -3% | 0% | 9% | nt | nt | -18%
[27] Cc1ccc(NC(=O)CN(c2ccc3c(c2)OCO3)S(=O)(=O)c2c(C)n[nH]c2C)cc1
    -14% | ? | 2% | -9% | -2% | i | 10% | 2%
[28] Fc1ccc(N2CCN(Cc3c[nH]c4ccccc34)CC2)cc1
    -21% | ? | 5% | -8% | -10% | i | -45%[inhibitor][10 µM] | 4%
[29] O=[N+]([O-])c1ccc(O)c(-c2nn[nH]n2)c1
    -7% | nt | 6% | -4% | -28% | 3% | 24% | 4%
[30] O=C(c1ccc([N+](=O)[O-])cc1)N1CCN=C1SCc1ccccc1
    ? | nt | -1% | -2% | ? | i | 5% | 2%
[31] Cc1ccc(C)c(N2C(=O)N(Cc3c(F)cccc3Cl)c3ccccc3S2(=O)=O)c1
    -18% | nt | -3% | -4% | 2% | nt | nt | -6%
[32] N=C1C(c2nc(-c3ccc(F)cc3)cs2)=C(O)CN1CCCN1CCOCC1
    -25% | -11% | -13% | -4% | ? | -9% | -10%[10 µM] | 13%
[33] CCC(C(=O)O/N=C(\N)c1ccccc1)c1ccccc1 (centres undefined)
    -13% | nt | 7% | -3% | -3% | i | 14% | -1%
[34] CC(C)NC(=O)c1cc(-c2ccco2)on1
    -2% | 1% | 4% | -2% | -7% | -3% | -30% | -2%
[35] CCc1ccc(NC(=O)c2cc(-c3ccc(OC)cc3)on2)cc1
    -6% | nt | -14% | 1% | ? | 2% | -6% | -4%
[36] COc1ccc(CCNC(=O)C(C(=O)c2ccc(F)cc2)n2ccccc2=O)cc1OC (centres undefined)
    14% | -9% | -13% | -1% | 15% | -1% | 20%[10 µM] | 3%
[37] Brc1ccc(-c2noc(COc3ccc4ccccc4c3)n2)o1
    ? | nt | 0% | -3% | ? | -16% | 7% | -10%
[38] CCOC(=O)c1c(NC(=O)CN2CCCCC2)sc2c1CCCC2O (centres undefined)
    -1% | nt | 8% | -3% | 7% | -2% | -9% | 8%
[39] COCn1c(COc2ccc3ccccc3c2)nc2ccccc21
    -8% | 10% | -13% | -4% | -16% | -7% | -20%[10 µM] | 8%
[40] COc1ccccc1NC(C)C(=O)N/N=C/c1ccccc1OCc1cccc(Br)c1 (centres undefined)
    -24% | -12% | 0% | 0% | ? | -13% | 2%[10 µM] | 8%
[41] Fc1ccc(CN2CCc3nc(Nc4ccccc4)ncc3C2)cc1F
    -25% | nt | -2% | -2% | -13% | nt | nt | -1%
[42] COc1ccc(CCNC(=O)CN2C(=O)NC(C)(c3ccc([N+](=O)[O-])cc3)C2=O)cc1 (centres undefined)
    -13% | nt | 13% | -4% | -16% | 2% | -13% | -7%
[43] N#C/C(=C\c1cn(Cc2ccccc2C#N)c2ccccc12)C(=O)NCc1cccs1
    -29% | 14% | -18% | 1% | -1% | -25% | -13% | -20%
[44] COc1cccc(CC(=O)Nc2ccc3nc(C)sc3c2)c1
    -6% | 3% | 2% | 2% | -2% | i | -4%[10 µM] | 4%
[45] COc1ccc(COC(=O)Nc2cn(C)nc2C(F)(F)F)cc1
    -2% | 6% | -4% | -1% | -6% | -5% | -31% | -2%
[46] Cc1cc(OC(C)C(=O)N(Cc2ccco2)Cc2ccccc2F)cc(C)c1Cl (centres undefined)
    -13% | nt | -8% | 0% | -17% | nt | nt | -1%

Structures above with a Cl atom:
The line under a structure holds: Tau fluor cs | L3MBTL1 block | TRb-SRC2 inh | TexasRed fluor | Tau fibril ThT | RECQ1 inh | HTT ATP protect | Tau fibril FP
[4] Cc1oc(-c2ccc(Cl)cc2)nc1CN1CCCC(C(=O)NCc2ccccn2)C1 (centres undefined)
    -14% | -8% | -5% | -2% | -23% | -3% | -24% | 3%
[5] CC(C)c1ccc2[nH]c(O)c(N=NC(=O)c3cccc(S(=O)(=O)Nc4cccc(Cl)c4)c3)c2c1
    -24% | nt | 3% | -3% | -10% | i | 20%[10 µM] | -5%
[10] Cc1ccc(CNC(=O)CCCNC(=O)c2ccc(Cl)cc2)n1C
    -7% | nt | -15% | 3% | ? | 20% | -9%[10 µM] | -2%
[15] COc1cc2nc(SCc3ccc(Cl)cc3)n3nc(CCn4nc(C)cc4C)nc3c2cc1OC
    2% | nt | -8% | 1% | 3% | nt | nt | 4%
[16] C/C(CC(=O)Nc1ccc(Cl)c(C(F)(F)F)c1)=N\NC(=O)c1cccc(O)c1
    11% | -6% | -5% | 0% | 8% | 2% | -11%[10 µM] | 1%
[18] S=C(NC1CCCC1)N1CCN(c2cccc(Cl)c2)CC1
    ? | -1% | -2% | -1% | ? | 15% | 12% | 10%
[31] Cc1ccc(C)c(N2C(=O)N(Cc3c(F)cccc3Cl)c3ccccc3S2(=O)=O)c1
    -18% | nt | -3% | -4% | 2% | nt | nt | -6%
[46] Cc1cc(OC(C)C(=O)N(Cc2ccco2)Cc2ccccc2F)cc(C)c1Cl (centres undefined)
    -13% | nt | -8% | 0% | -17% | nt | nt | -1%

Compound activity as filed in PubChem.
